# CCT modulator – changes cytosolic chaperonin activity | purified chaperonin ATPase assay, HTRF ADP detection, 30 min | activity change, % (test concentration not listed), hits read low | 360,000 compounds, 0.3% hits | AID 651819; in the data active = activity change below about -30%; also: % is scaled to controls: 0 for no effect and ±100 for the full control effect
#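 TRiC at 40 or 20 nM final (batch-dependent) in 30 mM Tris pH 7.4, 100 mM KCl, 5 mM MgCl2, 1 mM DTT, with compound at single 76 uM and 10 uM ATP, 30 min at 37 deg C. ADP detected by HTRF Transcreener, 665/615 ratio.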
# Nrf2 activator – activates Nrf2 signaling; AREc32 ARE-luciferase reporter (MCF7-derived line), luminescence, 24 h; Potency, µM (top dose mostly 46.1 µM), for inactives: at the top dose activation, usual class: activators; 410,000 compounds, 0.31% hits; AID 624171; also: potency is read from the fitted curve at half-maximal effect; % of control where 0% means no effect; nearly all actives have a fitted effect of over 65% in size
#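 AREc32 cells carrying an ARE-driven firefly luciferase, 1000 cells/well in OPTI-MEM with 5% FBS, dosed after overnight attachment and incubated 24 hr at 37 deg C. Steady-Glo luminescence read after 30 min at RT.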
# Abeta rescue – A-beta toxicity reversal in yeast | yeast expressing A-beta42, growth rescue, OD600, 48 h; response scale: 0% DMSO, 100% iron-clioquinol control | Potency, µM (highest dose often 46.1 µM), without a hit: at the highest dose growth rescue, hits mostly activators | 410,000 compounds, 0.063% hits | AID 1347071; also: potency is read from the fitted curve at half-maximal effect; nearly all actives have a fitted effect of over 55% in size
#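 Yeast A-beta toxicity model in growth medium with pinned compounds, 48 h at 30 C; growth read as absorbance at 600 nm. Normalized to FeCl3/clioquinol equimolar mix (positive) and DMSO (negative).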
# A549 tox – counter-screen for Nrf2 inhibitors: cytotoxicity in A549 cells; 390,000 compounds, 0.16% hits; A549 ARE-Fluc cells, CellTiter-Fluor viability, 18-24 h; AID 504648; Potency, µM (highest dose often 46 µM), without a hit: at the top dose activity change, negative = cytotoxicity, most hits filed as inhibitors; also: potency is read from the fitted curve at half-maximal effect; % is scaled to controls: 0 for no effect and ±100 for the full control effect
#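 Cytotoxicity counterscreen: CellTiter-Fluor fluorescence was measured in A549 ARE_Fluc cells after 18-24 h of compound exposure in a concentration series. The subsequent BugLite luminescent read reports ARE-luciferase activity.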
# TGFb SMAD3 inh – TGF-b pathway inhibition. HepG2 CAGA-GFP TGF-b/SMAD3 reporter, GFP fluorescence, 18 h; TGF-beta stimulated, 500 pg/mL final. Potency, µM (top dose mostly 46.1 µM), for inactives: top-dose activity, negative = inhibition, hits mostly inhibitors. 410,000 compounds, 1.2% hits; also: potency is read from the fitted curve at half-maximal effect; % is scaled to controls: 0 for no effect and ±100 for the full control effect; nearly all actives have a fitted effect of over 65% in size
#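 Inhibition of TGF-beta-driven CAGA-GFP reporter expression in HEPG2 cells is measured by cellular GFP fluorescence after 18 h stimulation with 500 pg/mL recombinant TGF-beta in 1% FBS medium at 37 degrees C.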
# Nrf2 block – inhibitors of Nrf2 signaling; A549 ARE-Fluc reporter, luciferase luminescence, 18-24 h; Potency, µM (top dose mostly 46 µM), for inactives: at the top dose activity change, negative = inhibition, hits mostly inhibitors; 360,000 compounds, 2.1% hits; also: potency is read from the fitted curve at half-maximal effect; % is scaled to controls: 0 for no effect and ±100 for the full control effect; nearly all actives have a fitted effect of over 60% in size
#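 Two sequential reads on A549 ARE_Fluc cells exposed to compound for 18-24 h: a CellTiter-Fluor fluorescence read for viability, then a luciferase luminescence read for Nrf2/ARE activity.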
# Mm-Cpn inhibitor – blocks the Methanococcus maripaludis chaperonin Mm-Cpn. purified Mm-Cpn ATPase, ADP Transcreener TR-FRET. Potency, µM (titrated, usually from 76.9 µM), without a hit: at the top dose activity, negative = inhibition, usual class: inhibitors. 330,000 compounds, 0.031% hits. AID 504842; also: potency is read from the fitted curve at half-maximal effect; % is scaled to controls: 0 for no effect and ±100 for the full control effect; nearly all actives have a fitted effect of over 80% in size
#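 TR-FRET (320 nm excitation; 590 and 665 nm emission) reports ADP made from 10 uM ATP by 25 nM enzyme; compounds were preincubated 10 min, reaction run 30 min, both at 37°C.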
# HepG2 viability – HepG2 cytotoxicity, counter-screen for TGF-b inhibitors; HepG2 CAGA-GFP viability, ATP luminescence, 18 h; Potency, µM (highest dose often 46.1 µM), inactives show top-dose activity change, negative = cytotoxicity, most hits filed as cytotoxic; 410,000 compounds, 0.76% hits; also: potency is read from the fitted curve at half-maximal effect; some results filed as inactive show a strong effect at the top dose
#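 HepG2 CAGA-GFP cells (1000/well, DMEM with 1% FBS) received compound, then TGF-beta at 500 pg/mL final, and were incubated 18 hours at 37 degrees C. Viability was read by CellTiter-Glo luminescence. Media-only wells were set as complete cell-killing and DMSO as no toxicity.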
# pAkt inh – inhibitors of Akt phosphorylation; Neuro2A IGF-stimulated pAkt S473 HTRF, 20 min; stronger effect = lower value; 360,000 compounds, 0.32% hits; AID 651550; activity change, % for hits at 50 µM; in the data active = activity change below about -80%; inconclusive = mostly about -51% to -80%; also: % is scaled to controls: 0 for no effect and ±100 for the full control effect
#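 Neuro2A cells in DMEM with 0.5% FBS, overnight at 37 deg C, given compound at single 50 µM final, then IGF (6 nM final) for 20 min at 37 deg C. Lysed; phospho-Akt Ser473 by HTRF after 24 h, 665/615 ratio.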
# Numbers without * were called inactive; i = inactive; ? = inconclusive; nt = no result given; & = joins results of further samples; [ ] = remark or other dose. Unless noted, calls follow the shape of the dose curve; as a rule, active = well fitted curve in the direction sought with a large enough effect; inconclusive = small, poorly fitted or top-dose-only effect, or another doubt; inactive = no such curve, though single readings can be large; an effect the other way counts as inactive or inconclusive.
SMILES,CCT modulator,Nrf2 activator,Abeta rescue,A549 tox,TGFb SMAD3 inh,Nrf2 block,Mm-Cpn inhibitor,HepG2 viability,pAkt inh
COc1ccc(N(CC(=O)NCCC2=CCCCC2)S(=O)(=O)c2ccccc2F)cc1,0.5,2.1%,6%,0%,-25%,-7%,1%,9%,i
N#Cc1c(N)nc2c(c1-c1ccc(F)cc1)c(=O)nc1sccn12,-0.4,0.1%,-19%,-9%,8%,0%,1%,-4%,i
Cc1ccc(C(C)C)c(OCC(=O)NC2CCN(C)CC2)c1,-0.3,0.0%,10%,9%,-9%,1%,1%,-8%,i
CNc1nc(-c2ccc3c(c2)CCN3C(=O)c2cccc(F)c2)cs1,0.5,0.3%,-9%,-14%,-18%,?,-9%,-28%,i
c1ccc(Nc2nc(NCCN3CCOCC3)nc(Nc3ccccc3)n2)cc1,0.6,14%,2%,4%,43%[activator],2%,0%,-42%,i
C#CCSc1nnc(-c2c[nH]c3ccccc23)n1C,1.8,14%,1%,-1%,11%,0%,0%,-13%,i
CCOC(=O)C1=C(COC(=O)c2ccccc2OC(F)F)NC(=O)NC1C (stereo not given),-2.4,0.6%,9%,1%,8%,-1%,1%,5%,i
O=C(CN1CCCN(Cc2cccc(Cl)c2)S1(=O)=O)Nc1ccc2c(c1)OCCO2,nt,3.9%,-2%,3%,-16%,nt,nt,-20%,nt
CCCCCCc1cc2cc(C(=O)OCC)c(=O)oc2cc1O,-3.3,-1.0%,-6%,-2%,2%,-16%,-15%,-28%,i
NC(=O)C1CCN(c2nc(-c3ccccc3-c3ccccc3)cs2)CC1,nt,0.3%,21%,11%,-1%,?,1%&-1%,-2%,nt
O=C(NCc1cccs1)C1CCCN1C(=O)Nc1ccccc1[N+](=O)[O-] (stereo not given),-0.2,1.4%,6%,7%,25%,0%,1%,-6%,i
O=C(NCC1CCCC(CNC(=O)N2CCc3ccccc32)C1)N1CCc2ccccc21 (stereo not given),-3.9,4.8%,14%,-16%,-15%,-27%,-1%,-21%,i
CC(C)NC(=S)NN=C1CCC(c2ccccc2)CC1 (stereo not given),-4.1,0.7%,-2%,-2%,-19%,?,-6%,0%,i
COC(=O)/C(C#N)=C/c1ccc(OC(=O)c2ccccn2)cc1,-0.6,-0.7%,12%,-1%,4%,2%,-18%,-15%,i
COc1ccc(N=Nc2cc(C)ccc2O)cc1,-0.9,-0.2%,-24%,-4%,-4%,26%,-4%,-24%,i
NC(=O)c1cccc(-c2ccnc3c2CC(C(=O)Nc2cccc(C(F)(F)F)c2)O3)c1 (stereo not given),-0.8,0.8%,-12%,nt,13µM*,nt,nt,-27%,i
C=CCOc1ccc(/C=N/NC(=O)C(C)Sc2ccccn2)cc1OCC (stereo not given),-2.2,8.4%,-14%,-8%,-5%,-15%,-1%,-5%,i
Cc1ccc(NC(=O)N2N=C(c3ccc(F)cc3)CC2c2ccc(F)cc2)cc1 (stereo not given),0.2,0.2%,0%,-5%,-9%,8%,1%,12%,i
COC(=O)c1ccc(NC(=S)N2CCCC2)cc1,0.6,-0.5%,-6%,-14%,18%,-3%,-2%,10%,i
O=C(Nc1ccccc1F)c1ccc(CN2CCc3ccccc3C2)cc1,-3.0,4.5%,-10%,-7%,?,-28%,1%,-23%,i
CC(C)c1ccc(OCc2cc(=O)n3c4c(sc3n2)CCCC4)cc1,nt,-1.1%,1%,2%,-37%,-6%,nt,-9%,nt
O=C(N[C@@H]1C/C=C\C[C@@H](CC(=O)N(CCO)Cc2ccccc2)C(=O)N[C@@H](c2ccccc2)COC1=O)OCC1c2ccccc2-c2ccccc21,-1.2,0.0%,-7%,-19%,?,0%,3%,3%,i
Cc1ccc(C)c(NC(=O)CSc2nnc(C3CCCCC3)o2)c1,-1.9,0.3%,-7%,11%,-20%,-2%,1%,-2%,i
COCCSc1nnc(NC(=O)c2ccc(NC(=O)C(C)C)cc2)s1,0.3,0.7%,-2%,-9%,-24%,-6%,2%,-8%,i
S=C(Nc1ccc(Cl)cc1)NC1CC2CCC(C1)N2Cc1ccccc1 (stereo not given),-2.5,9.9%,11%,-3%,?,-13%,0%,-38%,i
Cc1ccc(C(=O)CSc2cc(C)nc(SCC(=O)c3ccccc3)n2)cc1,-2.3,0.5%,12%,?,?,?,-4%,-10%,i
CC(C)C[C@@H](CN)NC(=O)c1nc[nH]c1C(=O)N[C@@H](C)C(=O)CNC[C@H](C)NC(=O)c1nc[nH]c1C(=O)N[C@@H](CC(C)C)C(=O)O,0.3,-0.6%,1%,-13%,2%,14%,nt,4%,i
Cc1nn(CCC#N)c(NC(=O)c2ccccc2)c1P(=O)(Nc1ccc(Br)cc1)N1CCOCC1 (stereo not given),-3.8,-0.5%,14%,4%,4%,-5%,-3%,1%,i
CCN(CC)S(=O)(=O)c1ccc(C)c(NC(=O)COC(=O)CNC(=O)c2ccc(C(C)(C)C)cc2)c1,-1.0,0.3%,14%,-1%,1%,23%,0%,6%,i
CCc1ccc(NC(=O)CN(CC(=O)Nc2ccc(CC)cc2)CC(C)O)cc1 (stereo not given),-3.1,3.0%,-6%,1%,?,-11%,0%,-32%,i
CCC(CC)C(=O)Nc1nnc2n1CCS2,nt,-0.4%,-4%,-1%,8%,nt,nt,-5%,nt
O=C(CCc1ccccc1)Nc1ccc(N2CCOCC2)c(Cl)c1,1.2,2.3%,4%,-3%,-10%,7%,0%,-15%,i
CCCCOc1ccc(C(=O)NCC2(c3ccc(OC)cc3)CCOCC2)cc1,1.5,3.9%,21%,1%,2%,?,2%,-13%,i
COC(=O)C(CSCc1ccccc1)NC(=O)CCNC(=O)OCc1ccccc1 (stereo not given),-0.3,-0.8%,-8%,nt,-23%,nt,nt,-30%,i
OC(CN1CCN(c2cccc(Cl)c2)CC1)c1ccc(F)cc1 (stereo not given),-1.7,0.2%,-1%,0%,0%,0%,-2%,-18%,i
CCOC(=O)c1cnn(CCOC(=O)c2ccccc2F)c1NC(=O)c1ccccc1F,-0.6,0.4%,9%,3%,-3%,-13%,1%,0%,i

# Complete entries from above. Values in the order: CCT modulator	Nrf2 activator	Abeta rescue	A549 tox	TGFb SMAD3 inh	Nrf2 block	Mm-Cpn inhibitor	HepG2 viability	pAkt inh
# CCN(CC)S(=O)(=O)c1ccc(C)c(NC(=O)COC(=O)CNC(=O)c2ccc(C(C)(C)C)cc2)c1 reads -1.0	0.3%	14%	-1%	1%	23%	0%	6%	i
# COC(=O)C(CSCc1ccccc1)NC(=O)CCNC(=O)OCc1ccccc1 (stereo not given) reads -0.3	-0.8%	-8%	nt	-23%	nt	nt	-30%	i
# CCOC(=O)c1cnn(CCOC(=O)c2ccccc2F)c1NC(=O)c1ccccc1F reads -0.6	0.4%	9%	3%	-3%	-13%	1%	0%	i
# CC(C)C[C@@H](CN)NC(=O)c1nc[nH]c1C(=O)N[C@@H](C)C(=O)CNC[C@H](C)NC(=O)c1nc[nH]c1C(=O)N[C@@H](CC(C)C)C(=O)O reads 0.3	-0.6%	1%	-13%	2%	14%	nt	4%	i
# S=C(Nc1ccc(Cl)cc1)NC1CC2CCC(C1)N2Cc1ccccc1 (stereo not given) reads -2.5	9.9%	11%	-3%	?	-13%	0%	-38%	i

# Continuation.
SMILES,CCT modulator,Nrf2 activator,Abeta rescue,A549 tox,TGFb SMAD3 inh,Nrf2 block,Mm-Cpn inhibitor,HepG2 viability,pAkt inh
CCOC(=O)c1ccc(NC(=O)CN2C(=O)NC3(CCCCCC3)C2=O)cc1,-1.5,-0.2%,6%,-2%,5%,-8%,1%,-10%,i
Cc1onc(COc2ccccc2O)c1Br,-2.0,4.4%,4%,-7%,0%,12%,-1%,2%,i
COc1ccc(S(=O)(=O)N2CCCCCC2)cc1C(=O)NC1(C)CCS(=O)(=O)C1 (stereo not given),-1.0,0.6%,-9%,-14%,-11%,-10%,1%,2%,i
Cc1ccc(NC(=O)c2nc[nH]c2C(=O)NCCCCCCNC(=O)c2[nH]cnc2C(=O)Nc2ccc(C)cc2)cc1,0.6,0.1%,-9%,-7%,6%,?,0%,1%,i
Cc1cc2oc(=O)cc(CSc3nc(N)cc(N)n3)c2cc1C,-1.8,3.7%,14%,-2%,5%,nt,-1%,-28%,i
CN1CCN(C(c2ccc(Br)cc2)c2cc(Cl)c3cccnc3c2O)CC1 (stereo not given),0.4,?,-91%[inhibitor],?,?,?,0%,-23%,i
COc1ccc(-c2ccc(OC)c([C@H]3[C@@H]4C=CCC[C@@]4(C)C(=O)N3Cc3ccccc3)c2)cc1OC,-2.0,0.1%,6%,?,?,?,-3%,-1%,i
Nn1c(Nc2ccc(Cl)cc2)nncc1=O,0.0,-0.3%,-7%,-23%,3%,-13%,0%,10%,i
COc1cc(/C=N/NC(=O)/C(=C\c2ccc3c(c2)OCO3)NC(=O)c2ccccc2)ccc1O,-0.1,4.7%,-2%,1%,17%,-8%,0%,13%,i
CC(=O)Nc1cccc(C(=O)OC2CCOC2=O)c1 (stereo not given),-1.3,0.0%,-18%,3%,-6%,6%,0%,3%,i
COc1ccc(C(=O)N2CCN(C3CCN(Cc4ccccc4)CC3)CC2)cc1OC,-3.2,0.0%,12%,-2%,-7%,6%,-1%,-20%,i
CCN(CC)S(=O)(=O)c1ccc(Cl)nc1,-3.5,0.3%,-3%,-7%,14%,7%,0%,6%,i
CSc1ccccc1C(=O)OCC(=O)N1CCCC1=O,-3.5,1.7%,-5%,9%,-22%,1%,0%,-26%,i
COc1ccc2c(c1)SC1=NCCS(=O)(=O)N12,0.4,0.0%,-4%,4%,-17%,nt,-3%,1%,nt
